Screens as filed in PubChem BioAssay.
HER2 expr 66K = Her2 kinase expression inhibition; P04626; SKBR-3 HER2 protein level, AlphaScreen, 18-24 h; stronger effect = lower value; HER2 level % of control, % at 10 µM; hit rate 0.69% among 65,000;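 active means HER2 level under 5% of the carrier-only control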;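 further: 100% = DMSO carrier and 0% = 500 nM PU-H71 HSP90 inhibitor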
SF1 activator = SF-1 (human) activation; activation, % at 10 µM; AID 522; CHO-K1 Gal4-SF-1 LBD luciferase reporter; % increase over DMSO SF-1-specific signal; Q13285; hit rate 1.9% among 65,000;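 active means activation above the mean activation of all tested compounds plus 3 SD, cut at about 50% in these data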
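Compound – one dose, 10 µM compound, 1% DMSO · Test system – transient Gal4-SF-1 LBD reporter, CHO-K1 · Input – 4,000 cells in each well · Read-out basis – percent activation relative to DMSO median and mock-transfected background · Replicates – single measurement per compound · Technique – steady-glow luciferase luminescence, read after 15 min reagent incubation · Timing – 20 h compound treatment, 37 °C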
FXIIa inh mix = factor XIIa (human) inhibition, mixture screen; P00748; purified FXIIa, fluorogenic substrate, pooled mixtures; inhibition, % at 5 µM; hit rate 0.2% among 62,000; AID 684; in the data active means inhibition above about 20%, passing the limit was not always enough;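 further: 0% = enzyme without compound and 100% = no enzyme blank; some results filed as inactive read as strong as hits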
D1 mod = allosteric modulators of human D1 dopamine receptor; HEK293 D1, CRE-luciferase, dopamine EC30 potentiation; actives deviate in either direction; B-score at 10 µM; P21728; hit rate 5.9% among 58,000;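 active means luminescence count or its row- and column-corrected plate score outside the 99.7% band of the plate's sample wells, on either side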
Target sequence (P21728 whole entry, looked up): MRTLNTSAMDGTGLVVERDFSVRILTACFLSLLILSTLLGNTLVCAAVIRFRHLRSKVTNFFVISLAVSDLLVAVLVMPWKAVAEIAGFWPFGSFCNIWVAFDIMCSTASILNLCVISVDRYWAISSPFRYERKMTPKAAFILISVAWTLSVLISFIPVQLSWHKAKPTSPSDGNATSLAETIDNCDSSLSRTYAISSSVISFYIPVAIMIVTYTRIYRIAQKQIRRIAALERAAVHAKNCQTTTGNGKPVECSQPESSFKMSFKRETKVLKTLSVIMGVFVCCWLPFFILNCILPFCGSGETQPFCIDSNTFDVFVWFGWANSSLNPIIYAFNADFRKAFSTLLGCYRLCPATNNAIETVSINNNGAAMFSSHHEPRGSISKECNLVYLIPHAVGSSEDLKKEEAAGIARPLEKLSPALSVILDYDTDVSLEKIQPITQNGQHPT
MKP-1 inh = human dual specificity phosphatase 1 inhibition; recombinant MKP-1, OMFP hydrolysis fluorescence; hit rate 0.15% among 65,000; AID 374; inhibition, %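 (compounds tested at a single concentration somewhere between 10 and 100 µM)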; P28562;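 active means inhibition above about 50%, limit read from the data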;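 further: 0% = DMSO max control wells and 100% = wells with enzyme stopped by NaOH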
Hsp90 inh = displaces geldanamycin probe from tumor Hsp90; P07900; NCI-N417 lysate Hsp90, Cy3B-geldanamycin FP displacement; inhibition, % at 30 µM; hit rate 0.35% among 64,000; AID 429;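 active means inhibition above 50%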;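 further: 0% = tracer plus lysate wells and 100% = tracer alone without lysate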
Cdc25B block = inhibitors of human Cdc25B phosphatase. AID 368. hit rate 0.1% among 65,000. inhibition, %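 (compounds tested at 10 µM final in the well)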. recombinant Cdc25B, OMFP fluorescence Ex485/Em525. P30305; in the data active means inhibition above about 50%
Target sequence (P30305 whole entry, looked up): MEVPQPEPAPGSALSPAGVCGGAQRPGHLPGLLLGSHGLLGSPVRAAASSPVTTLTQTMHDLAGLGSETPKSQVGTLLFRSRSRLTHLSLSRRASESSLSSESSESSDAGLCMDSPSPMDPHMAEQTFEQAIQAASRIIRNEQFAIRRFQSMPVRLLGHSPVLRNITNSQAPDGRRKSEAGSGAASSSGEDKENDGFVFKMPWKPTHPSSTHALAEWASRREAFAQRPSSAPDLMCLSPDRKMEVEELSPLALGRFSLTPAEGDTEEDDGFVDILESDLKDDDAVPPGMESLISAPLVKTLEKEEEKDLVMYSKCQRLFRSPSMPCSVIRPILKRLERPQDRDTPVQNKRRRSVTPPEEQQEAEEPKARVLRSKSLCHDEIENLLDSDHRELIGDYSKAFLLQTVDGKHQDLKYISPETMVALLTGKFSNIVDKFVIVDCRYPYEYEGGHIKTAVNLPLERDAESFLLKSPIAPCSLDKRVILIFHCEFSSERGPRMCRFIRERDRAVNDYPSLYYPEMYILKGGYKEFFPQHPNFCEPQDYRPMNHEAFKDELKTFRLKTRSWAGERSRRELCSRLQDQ
RORa activator = RORA (human) activation. P35398. activation, % at 10 µM. hit rate 1.5% among 65,000. CHO-K1 Gal4-RORA LBD luciferase reporter, luminescence; percent increase over mock-subtracted basal signal;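 active means activation above the mean of all tested compounds plus 3 SD, cut at about 49% in these data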;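 further: 0% = DMSO-treated RORA cells and 100% = added signal equal to DMSO minus mock-transfected cells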
TNAP act DEA = activators of human TNAP at intermediate phosphate acceptor; P05186; purified TNAP, CDP-star luminescence, 100 mM DEA, 30 min; stronger effect = higher value; scale: 0 levamisole-inhibited, 1 vehicle-only enzyme; activation factor at 20 µM; 64,000 tested, under 10 active;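 active means activation factor of at least 2 at 20 µM, relative to controls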
Starred values were filed as active, the others as inactive; . = not tested or not shown.

SMILES	HER2 expr 66K	SF1 activator	FXIIa inh mix	D1 mod	MKP-1 inh	Hsp90 inh	Cdc25B block	RORa activator	TNAP act DEA
CCOC(=O)c1nnn(-c2nonc2N)c1-c1ccc(OCC)cc1	79.0	-4.1	5.4	3.13	12.2	2.2	-4.5	0.5	0.9
O=C(CSc1nccn1-c1ccc(F)cc1)NCc1ccc2c(c1)OCO2	101.2	-2.6	3.0	-0.0542	0.6	-0.9	-14.3	-6.0	0.9
CCn1c(SCC(=O)N2CCCc3ccccc32)nc2ccccc2c1=O	121.1	-18.1	-6.8	1.55	7.2	1.0	-10.1	-15.7	1
O=C(c1cc(-c2cccs2)on1)N1CCc2ccccc2C1	74.0	8.3	5.2	-0.238	6.7	-1.9	-1.2	22.3	0.9
c1coc(-c2nnc(SCc3cn4ccccc4n3)o2)c1	89.7	7.3	-1.2	.	-9.3	0.6	-9.0	25.5	1.1
c1nnn(C23CC4CC(CC(C4)C2)C3)n1	96.3	0.5	1.6	-0.601	-9.6	-1.3	-20.3	-8.5	0.9
O=C(c1ccco1)N1CCN=C1SCc1cccc(Cl)c1	105.0	4.4	6.9	6.32*	-2.6	-5.2	-9.1	14.3	0.9
COC(=O)c1ccccc1NC(=O)C1CCN(S(C)(=O)=O)CC1	108.9	-7.0	-5.2	1.82	1.9	-1.3	-8.5	-10.9	0.9
CCOC(=O)c1c(C)nn(Cc2ccccc2)c1N	101.7	-12.1	1.7	1.97	-5.2	-1.1	-12.8	-12.8	0.9
CCOc1ccc(N2CCCn3c2nc2c3c(=O)n(CCc3ccccc3)c(=O)n2C)cc1	86.5	16.2	6.4	-0.0387	7.7	.	-3.7	2.8	0.9
CCCCCNC(=O)C(C)NS(=O)(=O)c1ccc(OC)cc1 (configuration not stated)	93.6	6.5	8.3	-0.107	-16.8	-13.5	-0.2	4.2	0.9
COCCNC(=O)C1CCCN(c2ncccn2)C1 (configuration not stated)	77.2	-3.8	3.6	-0.0823	-4.2	-0.1	16.3	-14.0	0.9
COC(C)(C)[C@]12CC(O)(c3ccccc3)ON1[C@H]1CCCCC1N2O (some centres not stated)	127.5	3.6	6.9	3.09	-12.5	-0.5	-2.4	2.2	0.9
COc1ccccc1CNC(=O)CN1C(=O)C(C)N(c2ccc(C)cc2)C1=O (configuration not stated)	87.0	-2.4	2.1	-0.05	13.9	-5.5	-0.4	5.1	0.9
Cc1cc(=O)n2c(ccc3ccccc32)c1C#N	100.4	4.1	5.5	1.02	5.5	.	6.8	-8.1	0.9
CCC(C)Sc1nc2c(cnn2-c2ccccc2)c(=O)[nH]1 (configuration not stated)	90.7	17.6	1.8	12.2*	-2.9	-0.5	-7.2	-8.5	0.9
O=C(COC(=O)c1ccccn1)Nc1ccccc1Cl	94.7	-5.1	1.8	.	22.3	-2.9	25.4	5.3	1
O=C(Cn1nnc(-c2ccc(Cl)cc2)n1)NC1CC2CCC1C2 (configuration not stated)	87.6	7.7	7.4	.	5.4	-2.9	-5.9	11.8	0.9
CCOC(=O)N1CCN(C(=O)CN(c2ccc(Cl)c(C(F)(F)F)c2)S(C)(=O)=O)CC1	104.8	9.5	3.2	-0.435	9.7	.	-7.1	-7.4	0.9
Cc1sc2nc(C(C)C)nc(SCC(=O)NCc3ccco3)c2c1C	96.8	-4.4	2.7	0.957	-28.7	-3.8	-4.9	15.8	0.8
Cc1ccc2c(CSc3nnc(C4CC4)n3N)cc(=O)oc2c1	87.9	-7.5	-15.1	0.00777	0.1	-1.3	8.4	-10.8	0.9
CCCC(=O)N=C1SC2CS(=O)(=O)CC2N1c1ccc(CC)cc1 (configuration not stated)	.	16.0	-15.5	-0.747	-6.3	-2.1	.	-0.6	0.9
COc1ccc(-c2nsc3c(N4CCCC4)ncnc23)cc1	96.5	-25.9	2.0	-4.38*	13.9	1.5	-9.6	-17.8	0.9
Cc1nnc2n(C3CCCCC3)c(=O)c3c4c(sc3n12)COC(C)(C)C4	97.6	6.7	.	.	-18.1	-1.6	0.7	-21.2	0.9
Cc1ccc(NC(=O)C2CCCN(S(=O)(=O)c3cccs3)C2)cc1 (configuration not stated)	128.3	-2.4	1.5	0.297	1.1	-3.8	-6.4	0.1	1
CN(C)S(=O)(=O)N1CCCN(S(=O)(=O)N(C)C)CC1	101.6	-2.9	7.6	0.232	-4.2	0.4	-14.6	11.7	1
CCc1cc2c(N3CCN(c4ccccc4)CC3)ncnc2s1	48.2	-7.0	1.3	-2.96	-2.9	1.4	-23.0	-9.1	0.9
CCCCN(CC)S(=O)(=O)c1ccc(C(=O)Nc2nnc(-c3cccs3)o2)cc1	64.5	-19.6	3.5	-0.61	-9.8	1.2	-10.8	-9.7	0.9
CCOc1ccc(S(=O)(=O)NCc2csc(C)n2)cc1	87.5	-8.9	.	-0.168	4.4	3.1	-0.8	-22.5	.
CCCc1nnc(SCCSc2nnc(CCC)n2N)n1N	109.9	3.7	1.9	-0.24	5.6	-3.2	-11.9	2.8	1.1
O=C(c1ccc(S(=O)(=O)NCC2CCCO2)cc1)N1CCc2ccccc21 (configuration not stated)	54.0	-11.7	-5.3	-0.312	3.1	-4.7	-8.2	17.4	0.9
COCc1cc(C)nc(N2CCOCC2)c1C#N	102.4	15.1	-8.6	.	0.9	-1.0	-5.8	2.2	1
COC(=O)c1ccc(CSc2nnc(NCc3ccccc3)s2)o1	74.8	-9.2	-19.1	-0.136	31.2	-2.3	-7.4	-7.3	0.9
Cc1ccc(NC2=NCC(=O)N2Cc2ccc3c(c2)OCO3)cc1	69.9	9.8	0.7	.	10.5	2.2	-0.2	-18.7	0.9
CC(=O)Nc1ccc(S(=O)(=O)N2CCN(c3nc(NC4CCCC4)c4ccccc4n3)CC2)cc1	-9.2*	-2.9	9.8	.	18.0	-2.6	1.7	-1.1	1
NC(=O)NCC12CC3CC(CC(C3)C1)C2	85.1	4.2	1.2	-0.183	5.8	-1.2	3.8	-18.8	0.9
COC(=O)c1sc(S(=O)(=O)N2CCCCC2)c(C(=O)OC)c1C	81.4	-11.9	6.9	-1.2	-4.7	-0.3	11.8	-13.5	1.1
c1ccc(-n2c(SCC3CCCCO3)nnc2-c2cccs2)cc1 (configuration not stated)	87.4	-0.8	1.9	0.322	18.5	1.0	1.7	-25.6	1
Cc1cc(-c2ccccc2)nn1-c1nc2c(c(=O)[nH]c(=O)n2C)n1C	77.1	-4.3	2.1	1.05	-10.4	-3.0	5.3	-1.1	0.9
CCn1c(SCC(=O)Nc2nc3ccc(OC)cc3s2)nnc1-c1ccoc1C	33.8	13.2	12.6	-0.00542	-2.8	5.3	4.8	6.6	0.9
O=C(NCCCN1CCOCC1)c1ccc(CS(=O)(=O)c2ccc(Br)cc2)o1	119.2	12.2	6.5	0.406	15.0	0.1	0.1	-26.2	0.9
COc1ccccc1-c1cc(C(=O)Nc2c(C)n(C)n(-c3ccccc3)c2=O)no1	69.4	6.2	9.8	-0.638	2.9	-1.6	-9.8	-24.0	0.8
CCCc1cc(C(=O)Nc2cccc(Cl)c2)no1	90.4	-21.9	-0.5	-2.92	-4.9	0.2	-11.2	-8.3	0.9
COc1ccc(N(C)S(=O)(=O)c2ccc3c(c2)oc(=O)n3C)cc1	92.5	0.7	1.9	0.0688	-2.0	-0.1	-13.2	5.8	0.9
COc1ccc(NC(=O)CSc2nnc(Cc3cccn3C)n2CCc2ccccc2)cc1OC	69.0	-4.5	7.9	-1.07	27.8	-3.1	-19.6	26.1	0.8

Exported with bars between the fields: 4 of the compounds above.
Structure | HER2 expr 66K | SF1 activator | FXIIa inh mix | D1 mod | MKP-1 inh | Hsp90 inh | Cdc25B block | RORa activator | TNAP act DEA
COC(=O)c1ccc(CSc2nnc(NCc3ccccc3)s2)o1 | 74.8 | -9.2 | -19.1 | -0.136 | 31.2 | -2.3 | -7.4 | -7.3 | 0.9
COc1ccccc1-c1cc(C(=O)Nc2c(C)n(C)n(-c3ccccc3)c2=O)no1 | 69.4 | 6.2 | 9.8 | -0.638 | 2.9 | -1.6 | -9.8 | -24.0 | 0.8
c1ccc(-n2c(SCC3CCCCO3)nnc2-c2cccs2)cc1 (configuration not stated) | 87.4 | -0.8 | 1.9 | 0.322 | 18.5 | 1.0 | 1.7 | -25.6 | 1
NC(=O)NCC12CC3CC(CC(C3)C1)C2 | 85.1 | 4.2 | 1.2 | -0.183 | 5.8 | -1.2 | 3.8 | -18.8 | 0.9

Other records follow:
SMILES	HER2 expr 66K	SF1 activator	FXIIa inh mix	D1 mod	MKP-1 inh	Hsp90 inh	Cdc25B block	RORa activator	TNAP act DEA
O=C(Oc1ccccc1C(=O)Oc1ccccc1)c1ccco1	91.3	-5.9	-2.3	1.3	7.0	4.9	-6.7	5.2	0.9
CCOC(=O)C1CCN(C(c2cc3ccc(C)cc3[nH]c2=O)c2nnnn2C2CCCCC2)CC1 (configuration not stated)	86.1	6.0	24.1	-0.312	15.0	-2.0	-5.7	-18.2	1
CCCC1=C(C(=O)OCC)C(c2ccccc2OCC)NC(=O)N1C (configuration not stated)	102.8	-14.4	1.4	-1.84	15.4	1.1	-10.9	-10.8	1
CC1=C(C(=O)N2CCc3ccccc32)C2(CCC(C)CC2)OC1=O (configuration not stated)	91.0	-4.8	4.7	0.62	24.7	-13.8	-17.0	5.3	0.9
O=C(CCCn1c(=O)[nH]c2cc(Cl)ccc2c1=O)NCCN1CCN(c2ccccc2)CC1	83.7	-4.7	6.4	-3.76*	-16.1	-2.4	-3.6	-25.9	1.1
Cc1ccc2c(Cl)cc(Cl)c(OCc3c(C)noc3C)c2n1	111.2	-19.1	11.3	-0.255	11.2	-2.7	-6.1	-8.5	0.8
CCc1nnc(NC(=O)NCN2C(=O)C3C4C=CC(C4)C3C2=O)s1 (configuration not stated)	86.3	-5.7	9.3	-0.267	-7.4	0.6	-7.1	21.3	0.8
CC1CN(CCC(=O)Nc2ccc3c(c2)OCO3)CC(C)O1 (configuration not stated)	91.1	10.5	5.6	0.917	17.9	4.0	1.4	-1.1	0.9
COc1ccc(C2NC(=O)NC(O)(C(F)(F)F)C2C(=O)c2ccc(F)cc2)cc1 (configuration not stated)	201.4	-4.1	.	.	14.6	2.1	4.5	11.5	0.8
CS(=O)(=O)N1CCN(C(=O)c2c(F)cccc2F)CC1	86.8	6.0	-11.6	-0.163	-4.1	-4.4	-11.1	3.0	0.9
Clc1ccc2nc(CSc3nnc(-c4c[nH]c5ccccc45)o3)cn2c1	84.5	1.3	-14.4	.	-5.8	-0.2	1.4	-11.6	0.9
CCOC(=O)c1nnn(-c2nonc2N)c1CN(C)Cc1ccccc1	117.1	2.8	5.6	0.544	17.3	.	-20.8	4.4	0.9
CC1(C)O[C@@H]2C[C@H]3[C@@H]4C[C@H](F)C5=CC(=O)CC[C@]5(C)[C@H]4[C@@H](O)C[C@]3(C)[C@]2(C(=O)CO)O1	103.6	-4.7	-2.6	-0.403	-3.9	-1.5	-2.2	7.5	0.9
COc1ccc(-n2c(N)c(C(=O)NCc3ccco3)c3nc4ccccc4nc32)c(OC)c1	102.3	-6.5	4.3	0.882	28.1	-15.6	0.7	-12.2	1
O=C(Nc1ccc(N2CCOCC2)c(Cl)c1)c1ccc(Br)o1	97.3	66.6*	4.9	-4.99*	5.7	-7.2	-9.8	55.3*	0.9
O=C1CC(c2ccccc2)n2nc(N3C(=O)c4ccccc4C3=O)nc2N1 (configuration not stated)	93.0	10.2	.	-0.088	-6.0	1.0	19.2	6.4	1
COCCCN1C(=O)C(=O)/C(=C(/O)c2ccc(OC(C)C)cc2)C1c1ccc(O)c(OC)c1 (configuration not stated)	136.4	8.7	0.9	.	-14.1	-0.6	-20.9	-17.2	0.9
CN(CC(=O)NC1CCCCCC1)S(=O)(=O)c1ccccc1	112.3	25.5	-14.1	0.501	-6.3	-5.2	-2.4	11.3	0.9
